# Bim-Bcl-2: inhibitors of Bim-Bcl-2 binding, primary screen, biochemical, multiplexed, human Bcl-2 family | 190,000 tested, 0.06% active | inhibition, % at 10 µM | Apoptosis regulator Bcl-2 (Homo sapiens), P10415 | AID 950, 2007 | Bead-based flow cytometry, Bim peptide-Bcl-2 binding; in the data active = inhibition above about 40%; inconclusive = no clear call, values can overlap the other calls;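 note: 0% = no compound wells with probe peptide and 100% = reference peptide inhibitor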
# ABCB1 inh: ABCB1 efflux pump inhibitors, primary screen, cell-based, multiplex, flow cytometry, ABCG2 counter-screen; ATP-dependent translocase ABCB1 (Homo sapiens), P08183; CCRF-Adr cells, JC-1 efflux; inhibition, % at 6.6 µM; 190,000 tested, 0.067% active; AID 1326, 2008; in the data active = inhibition above about 40%;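 note: 0% = vehicle and 100% = reference inhibitor; higher value means more JC-1 retained so stronger ABCB1 efflux block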
# RGS8-Gao: RGS8-Galphao binding modulators, primary screen, biochemical, multiplexed bead flow cytometry; Guanine nucleotide-binding protein G(o) subunit alpha (Homo sapiens), P09471; actives lie on both sides; response (percent of control binding), % at 10 µM; 220,000 tested, 0.34% active; in the data active = response below about 60% or above about 140%; inactive = in between;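 note: Galphao activated as the GDP aluminium fluoride complex binding bead-coupled RGS8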
# ABCG2 inh: ABCG2 efflux pump inhibitors, primary screen, multiplex with ABCB1, IgMXP3 cells, flow cytometry. inhibition, % at 6.6 µM. AID 1325, 2008. 190,000 tested, 0.1% active. Broad substrate specificity ATP-binding cassette transporter ABCG2 (Homo sapiens), Q9UNQ0. JC-1 efflux;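 active = inhibition above 80%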;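 note: 0% = DMSO and 100% = nicardipine control wells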
# Target sequence (Q9UNQ0 whole entry, looked up): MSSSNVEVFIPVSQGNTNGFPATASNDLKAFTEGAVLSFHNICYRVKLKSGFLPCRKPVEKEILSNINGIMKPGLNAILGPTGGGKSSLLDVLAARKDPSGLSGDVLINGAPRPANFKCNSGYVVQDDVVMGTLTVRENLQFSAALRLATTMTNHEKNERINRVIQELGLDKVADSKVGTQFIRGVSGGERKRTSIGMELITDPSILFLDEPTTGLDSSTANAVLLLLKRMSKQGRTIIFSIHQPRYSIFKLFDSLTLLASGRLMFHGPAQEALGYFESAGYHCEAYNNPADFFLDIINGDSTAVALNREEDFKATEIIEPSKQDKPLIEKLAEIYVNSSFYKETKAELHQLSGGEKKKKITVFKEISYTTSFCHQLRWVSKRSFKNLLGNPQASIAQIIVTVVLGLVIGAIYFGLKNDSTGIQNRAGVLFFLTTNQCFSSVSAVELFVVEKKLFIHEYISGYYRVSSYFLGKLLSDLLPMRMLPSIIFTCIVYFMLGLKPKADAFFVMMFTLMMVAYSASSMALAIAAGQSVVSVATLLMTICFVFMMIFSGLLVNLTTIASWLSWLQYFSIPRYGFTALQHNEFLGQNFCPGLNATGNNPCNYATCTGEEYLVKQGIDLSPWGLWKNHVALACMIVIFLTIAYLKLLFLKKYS
#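 Assay system – ABCG2 IgMXP3 and barcoded ABCB1 CCRF-Adr cell mix · Input – 3 million cells/mL in well · Reagent – JC-1 fluorescent substrate · Compound – single test compound dose, 6.6 µM final · Timing – 10 min exposure at 25 °C with rotation, no wash · Detection – flow cytometry of retained JC-1 fluorescence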
# GSH bead fluor: compound fluorescence on glutathione beads, profiling panel, artefact control, biophysical, 488/530 nm, flow cytometry; fluorescence (KMESF) at 10 µM; 190,000 tested, 0.25% active; GSH beads flow cytometry, compound fluorescence 488/530 nm; active compounds read high; AID 1776, 2009; in the data active = fluorescence above about 89;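 note: glutathione beads carrying GST-tagged Bcl family fusion proteins plus one bare bead set; values are compound well signal with DMSO vehicle wells as background; inactives centre near 16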
# RGS4-Gao reg: modulators of RGS4 binding to Galphao, primary screen, biochemical, multiplexed bead flow cytometry; Guanine nucleotide-binding protein G(o) subunit alpha (Homo sapiens), P09471; actives lie on both sides; binding response (% of control), % at 10 µM; 220,000 tested, 0.33% active; AID 1415, 2008; in the data active = binding response below about 49% or above about 150%; inactive = in between;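 note: fluorescent Galphao activated with aluminum fluoride binding bead-coupled RGS4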
# RGS7-Gao: RGS7-Galphao binding modulators, primary screen, biochemical, multiplexed bead flow cytometry | Guanine nucleotide-binding protein G(o) subunit alpha (Homo sapiens), P09471 | actives lie on both sides | binding response (% of control), % at 10 µM | 220,000 tested, 0.35% active | AID 1439, 2008; in the data active = binding response below about 49% or above about 150%; inconclusive = no clear call, values can overlap the other calls; inactive = in between;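 note: fluorescent Galphao held in activated GDP-AlF4 state binding bead-coupled RGS7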
# Bim-Bcl-XL: inhibitors of Bim-Bcl-XL binding, primary screen, biochemical, multiplexed, bead flow cytometry, human Bcl-XL; Bcl-2-like protein 1 (Homo sapiens), Q07817; Bim peptide-Bcl-XL binding, fluorescence; inhibition, % at 10 µM; 190,000 tested, 0.04% active; AID 1007, 2008
# Bfl-1 Bim block: inhibitors of Bim binding to Bfl-1, primary screen, biochemical, multiplexed, bead-based flow cytometry; Bim-Bfl-1 binding inhibition; 190,000 tested, 0.12% active; Bcl-2-related protein A1 (Homo sapiens), Q16548; inhibition, % at 10 µM;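 note: 0% = wells without compound plus tracer and 100% = blocker peptide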
# Bim-Bcl-B: inhibitors of Bim-Bcl-B binding, primary screen, biochemical, multiplexed, human Bcl-2 family | bead-based flow cytometry, Bim peptide-Bcl-B binding | inhibition, % at 10 µM | 190,000 tested, 0.073% active | AID 951, 2007;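 note: 0% = tracer peptide without compound and 100% = reference inhibitor peptide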
# Target sequence (Q9HD36 whole entry, looked up): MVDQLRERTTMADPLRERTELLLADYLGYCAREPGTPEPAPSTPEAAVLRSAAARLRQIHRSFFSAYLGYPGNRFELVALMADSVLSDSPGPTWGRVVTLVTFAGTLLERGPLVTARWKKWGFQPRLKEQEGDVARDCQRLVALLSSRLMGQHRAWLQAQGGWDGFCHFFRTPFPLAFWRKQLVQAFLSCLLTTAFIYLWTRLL
# Bcl-W Bim block: inhibitors of Bim binding to Bcl-W, primary screen, biochemical, multiplexed, bead-based flow cytometry. AID 952, 2007. Bim peptide-Bcl-W binding. inhibition, % at 10 µM. Bcl-2-like protein 2 (Homo sapiens), Q92843. 190,000 tested, 0.02% active;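 note: 0% = bound tracer without compound and 100% = peptide blocker; higher means less fluorescent Bim peptide bound to Bcl-W beads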
# Target sequence (Q92843 whole entry, looked up): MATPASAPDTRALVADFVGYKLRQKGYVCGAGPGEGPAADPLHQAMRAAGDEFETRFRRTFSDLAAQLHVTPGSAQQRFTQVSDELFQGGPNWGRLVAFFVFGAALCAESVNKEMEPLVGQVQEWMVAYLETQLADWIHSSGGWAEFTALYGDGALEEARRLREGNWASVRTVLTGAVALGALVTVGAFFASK
# * marks the source's active call; other numbers are inactive results; u = inconclusive. Cut-off read from the data, not from the text of the source, unless noted: active = inhibition above about 40%.
SMILES,Bim-Bcl-2,ABCB1 inh,RGS8-Gao,ABCG2 inh,GSH bead fluor,RGS4-Gao reg,RGS7-Gao,Bim-Bcl-XL,Bfl-1 Bim block,Bim-Bcl-B,Bcl-W Bim block
Cc1ccc(CN2CCN(Cc3ccon3)CC2CCO)cc1 (stereo not drawn),-10,1.9,101,1,19,100,100,-6,-7,-6,-3
O=C(c1cnn2c(C(F)(F)F)cc(-c3ccccc3)nc12)N1CCCCC1c1cccnc1 (stereo not drawn),-1,11,101,18,15,98,u,1,-3,-1,0
COc1ccc(N2CCN(C(CNC(=O)C(=O)NCc3cccs3)c3ccco3)CC2)cc1 (stereo not drawn),-2,0.4,98,2,15,95,98,-2,3,1,-1
C/C(=N\NC(=O)CSc1nc(C)cc(C)n1)c1ccc2c(c1)OCCO2,0,0.2,99,1,19,100,100,-3,-2,2,1
CCOC(=O)N1CCC(NC(=O)c2ccc3c(c2)N(Cc2ccc(F)cc2)CCS3)CC1,-6,1.1,103,1,21,111,118,-3,-5,-9,0
OCC1(Cc2cccc(C(F)(F)F)c2)CCN(Cc2cc(F)cc(F)c2)CC1,-3,0.5,105,7,13,106,99,-1,-4,-3,-3
Oc1ccccc1C=NCC(O)c1ccccc1 (stereo not drawn),0,-0.1,91,-13,5,96,83,-1,1,-2,-1
COc1ccc2cc(CN(Cc3ccco3)C(=S)NCC3CCCO3)c(=O)[nH]c2c1 (stereo not drawn),-5,1.1,102,5,15,104,101,0,-7,-9,0
COC(=O)c1nn(C23CC4CC(CC(C4)C2)C3)c2c1C(=O)N(c1ccc(F)cc1)C2=O,-3,0.7,99,2,8,95,99,-6,-3,-1,-1
COc1ccc(CC(=O)Nc2ccccc2C(=O)N2CCOCC2)cc1,-2,0.7,82,3,10,91,92,-4,-1,-7,-2
COc1cccc(-c2nc(CS(=O)(=O)CC(=O)NC3CCCc4ccccc43)c(C)o2)c1 (stereo not drawn),-8,-0.6,98,-2,29,93,92,-5,-8,-5,-2
CCC(=O)N1CCN(c2ccccc2NC(=O)COc2ccccc2Cl)CC1,-9,2.6,102,6,35,101,101,-4,-12,-8,0

# Compounds above that contain an aryl methoxy group, in the order listed:
SMILES,Bim-Bcl-2,ABCB1 inh,RGS8-Gao,ABCG2 inh,GSH bead fluor,RGS4-Gao reg,RGS7-Gao,Bim-Bcl-XL,Bfl-1 Bim block,Bim-Bcl-B,Bcl-W Bim block
COc1ccc(N2CCN(C(CNC(=O)C(=O)NCc3cccs3)c3ccco3)CC2)cc1 (stereo not drawn),-2,0.4,98,2,15,95,98,-2,3,1,-1
COc1ccc2cc(CN(Cc3ccco3)C(=S)NCC3CCCO3)c(=O)[nH]c2c1 (stereo not drawn),-5,1.1,102,5,15,104,101,0,-7,-9,0
COc1ccc(CC(=O)Nc2ccccc2C(=O)N2CCOCC2)cc1,-2,0.7,82,3,10,91,92,-4,-1,-7,-2
COc1cccc(-c2nc(CS(=O)(=O)CC(=O)NC3CCCc4ccccc43)c(C)o2)c1 (stereo not drawn),-8,-0.6,98,-2,29,93,92,-5,-8,-5,-2

# Next section
SMILES,Bim-Bcl-2,ABCB1 inh,RGS8-Gao,ABCG2 inh,GSH bead fluor,RGS4-Gao reg,RGS7-Gao,Bim-Bcl-XL,Bfl-1 Bim block,Bim-Bcl-B,Bcl-W Bim block
Cc1ccc(Nc2nc(C(=O)NCc3ccco3)cs2)cc1,3,0.3,100,3,8,99,91,0,3,1,0
Fc1cccc(F)c1CN1CCN(c2ncccn2)CC1,-8,-0.1,101,-2,32,98,98,-4,-19,-7,-3
Oc1ccc(N2CCN(C(=S)NCc3ccccc3)CC2)cc1,0,-0.5,97,5,14,98,100,-2,7,-9,-1
Cn1ccnc1/C(=N\NC(=O)c1ccccc1)c1cccc([N+](=O)[O-])c1,-4,1.5,103,11,9,105,104,-6,-5,-4,-3
COc1cc2c(=O)n(-c3ccc(C)cc3)c(=O)n(CC(=O)c3ccc4c(c3)OCO4)c2cc1OC,-9,2.5,104,5,33,101,97,-4,-13,-5,-1
N#CC1=C(N)N2C(=C(C#N)C1c1ccccc1)Sc1ccccc12 (stereo not drawn),-2,0.2,100,1,57,96,100,1,-8,-8,2
Cc1cc(NC(c2cccnc2)c2ccc3cccnc3c2O)no1 (stereo not drawn),-1,-0.1,94,0,28,90,89,0,-7,-2,0
Cc1ccc2oc(-c3ccc(NC(=O)c4ccncc4)cc3O)nc2c1,3,-0.9,102,-2,13,98,101,2,0,-7,-1
CN1Cc2ccccc2CC1CNCc1c(C(=O)N2CCCC2)nc2ccccn12 (stereo not drawn),2,0.4,112,2,15,111,120,-2,2,1,-2
O=C(COc1ccc(Cl)cc1)Nc1nc(-c2cccs2)cs1,-7,-0.5,99,0,25,100,101,-1,-4,-6,-2
O=C1NC(CCc2ccccc2)C(=O)N1CCOc1cccc(Br)c1 (stereo not drawn),-4,1.4,104,4,11,103,99,-1,-5,-1,0
C=CCN(c1ccc(C(=O)N2CCCC2)cc1)S(C)(=O)=O,-11,0.1,100,0,54,97,100,-14,-9,-18,-19
CCOC(=O)C1C(=O)NC(N2CCCCC2)=NC1c1ccccc1 (stereo not drawn),-13,0.1,100,0,48,97,97,-7,-9,-13,3
O=C1OCc2cc(NC(=O)C3CCCCC3)ccc21,3,0.0,95,2,7,87,103,0,2,3,1
O=C(N/N=C/c1ccc(N2CCOCC2)o1)c1cccc(F)c1,3,-0.2,95,-1,17,98,97,-3,5,-3,0
Cc1nc2ncnn2c(N2CCN(c3cccc(C(F)(F)F)c3)CC2)c1C,0,-2.6,106,-1,20,100,100,0,0,0,3
Cc1cccc(N2CCN(C(c3ccc(N(C)C)cc3)c3nnnn3C(C)(C)C)CC2)c1C (stereo not drawn),3,0.1,105,0,15,107,106,-2,0,0,-1
COc1ccc(/C=C/C(=O)NC2CCCCCC2)cc1S(=O)(=O)N1CCOCC1,2,0.4,102,14,9,101,102,0,4,0,0
COC(=O)c1ccc(C(=O)NC(=S)Nc2nc3c(s2)CC(C)CC3)cc1 (stereo not drawn),-6,23,103,31,15,99,98,-10,-9,-6,-6
Cc1cc(C)n2c(SCC(=O)Nc3ccc(Cl)cn3)nnc2n1,-3,0.3,92,1,26,99,96,-10,-4,0,-3
Cc1ccc(-c2cc(C(=O)Nc3cc(C)on3)c3ccccc3n2)c(C)c1,-7,-1.8,102,1,24,103,99,-4,-12,-6,3
COCc1cc(C)n(CC(=O)N/N=C/c2ccc(-c3ccc(Cl)c(C(=O)O)c3)o2)c(=O)c1C#N,0,-0.7,100,-4,10,100,100,-1,-8,-1,-1
CCc1ccc(OCC(=O)NC(=S)Nc2ccc(Br)c(C)n2)cc1,0,-0.3,99,0,9,99,99,2,-2,-2,-1
CCOC(=O)N1CCN(C(=O)c2ccc3c(=O)n(CCOC)c(=O)[nH]c3c2)CC1,4,-0.2,109,0,28,104,102,1,0,-4,-3
COc1cccc(/C=C2\N=C(c3c(-c4ccccc4)noc3C)OC2=O)c1,0,0.8,91,8,39,96,102,-2,-3,-2,-4
Cc1ccc(C(=O)CC(=O)c2ccc(C(C)(C)C)cc2)cc1,-5,0.5,103,2,14,97,99,-1,-6,-4,-1
COC(=O)c1ccc(CC(=O)c2c(C)cc(O)cc2O)o1,-3,-0.2,97,0,8,102,104,-6,-8,-2,3
OCC1(CO)COC(c2ccccc2)=N1,0,-0.1,98,0,21,102,100,0,-3,-2,-2
Cc1ccc(CNc2ccc3c(c2)OCO3)c(C)c1,15,1.1,100,8,23,95,97,4,36,-2,19
CC(=O)N1CCc2cc(S(=O)(=O)NCCC(=O)Nc3cc(C)cc(C)c3)ccc21,-2,0.3,104,2,9,101,100,3,-6,-2,6
O=C(CCCN1C(=O)c2cccnc2C1=O)Nc1ccccc1F,-2,0.0,99,2,16,101,u,-5,-6,-8,-3
Cn1c(Cn2c(=O)sc3ccccc32)nnc1SCC(=O)N1CCCC1,-9,0.7,102,6,16,100,99,-11,-9,-11,-7
C/C(=N/Nc1nc(C)cc(-c2ccccc2)n1)c1ccco1,-7,0.9,102,7,30,99,101,-9,-17,-8,-3
CC12CCC(C(=O)NCc3ccccc3Cl)(CC1=O)C2(C)C (stereo not drawn),-1,0.5,102,1,12,102,102,-4,-4,-4,-1
Cc1ccc(S(=O)(=O)Nc2n[nH]nc2C(=O)NC2CCCCC2)cc1,2,0.0,100,-2,19,99,101,0,-2,1,0
Cc1ccc(/C=N/NC(=O)CC2N=C(Cc3ccccc3)NNC2=O)cc1 (stereo not drawn),3,0.1,100,0,17,103,102,-4,0,-3,0
Cc1cc(C)n(-c2ncnc3sc4c(c23)CCCC4)n1,1,0.3,100,1,15,97,95,-5,0,-1,-1
CCc1nnc(NC(=O)c2ccc(NC(=O)C(C)C)cc2)s1,1,0.1,102,3,26,102,107,-2,-3,-3,2
COc1ccc(-c2nnc(SCC(=O)OC3CCCCC3)o2)cc1OC,-4,0.6,102,1,18,102,100,-5,-2,-3,-2
COc1cccc(-c2cc(C(F)(F)F)n3ncc(C(=O)NCC4CCCO4)c3n2)c1 (stereo not drawn),0,2.5,102,11,22,102,101,-3,-2,1,0
CCN(CC)S(=O)(=O)c1cc(C(=O)OCC(=O)NC(=O)c2cccn2C)ccc1C,3,0.6,106,5,13,104,107,0,0,4,-2
CN(C)c1ccc(/C=[N+](\[O-])C(C)(C)/C=N/O)cc1,0,0.1,97,0,22,97,97,2,1,-6,2
O=S(=O)(NCC(c1ccco1)N1CCN(c2ccccc2F)CC1)c1ccc2c(c1)OCCO2 (stereo not drawn),-5,3.0,100,10,15,103,105,-4,-11,-10,-5
Cc1ccc(-c2csc(=Nc3cccnc3)n2CCCn2ccnc2)cc1C,-4,2.2,105,2,5,102,104,-6,0,-6,-1
O=C(Nc1ccc(Cl)c([N+](=O)[O-])c1)ONC1=NCCCCC1,-5,-0.4,101,26,15,99,100,-1,-6,-5,-3
CCC(NC(=O)NC1CCCCC1)c1ccccc1 (stereo not drawn),-3,1.5,101,6,13,99,98,-4,0,-4,-3
CCN(CC)c1nc2n(c(=S)n1)CCS2,5,0.1,106,0,17,101,105,-9,2,0,-5
Cc1ccsc1CN(C)Cc1nc(C2CC2)no1,0,0.1,101,4,27,102,98,0,-1,-1,3
Cc1cc(SCC(=O)Nc2ccccc2)nc(C)n1,-7,0.2,104,3,4,96,97,-3,-8,-8,2

# Rows were taken by chance; overall some 1.1% were active at least once.
